# Compound activity as filed in PubChem.
# Rev-erbA mod = Rev-erb alpha (human) modulation. Rev-erbα–FITC-DNA binding, fluorescence polarization, 90 min. activity, % at 10 µM. 370,000 tested, 0.79% active. AID 1259318;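 active = activity above about 14%, limit read from the data; passing the limit was not always enough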;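 note: 0% = DMSO wells with 35 nM protein and 100% = DMSO wells with 750 nM protein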
# PLC-beta3 inh = blocks human PLC-beta3 enzyme activity; Purified PLC-beta3, fluorogenic substrate, fluorescence; AID 720704; Q01970; 370,000 tested, 0.18% active; inhibition, % at 12.2 µM; in the data active = inhibition above about 11%;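 note: 0% = median of compound wells on plate and 100% = full blocker control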
# UHRF1 MBD2 ctr = blocks human UHRF1 binding to methylated DNA. UHRF1 binding to methylated oligo, TR-FRET. inhibition, % at 4.4 µM. 370,000 tested, 0.75% active; in the data active = inhibition above about 21%;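 note: UHRF1 SRA domain binding a hemimethylated CpG hairpin DNA probe; 0% = median of test compound wells and 100% = reference inhibitor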
# sPLA2-III inh = Inhibits HGIII-sPLA2 liposome hydrolysis, primary screen. QFRET BODIPY PC-A2 liposome hydrolysis, fluorescence. inhibition, % at 12.2 µM. 370,000 tested, 0.56% active;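 active = inhibition above mean plus 3 SD of compounds lying within the high and low control bounds, cut at about 19% in these data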;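 note: 0% = median of test compound wells and 100% = no enzyme DMSO wells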
# Tn6 DDE FP = disrupts Tn6 cyclic peptide binding to fibrin D-Dimer-E complex | P02675 | Fibrin DD(E) TRITC-Tn6 fluorescence polarization displacement | inhibition, % at 8.3 µM | 370,000 tested, 0.21% active | AID 720509;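 active = inhibition above a per-campaign cutoff: mean of compounds within control limits plus 3 SD, cut at about 15% in these data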;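 note: 0% = median of all compound wells on the plate and 100% = blocking peptide control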
# Target sequence (P02675 whole entry, looked up): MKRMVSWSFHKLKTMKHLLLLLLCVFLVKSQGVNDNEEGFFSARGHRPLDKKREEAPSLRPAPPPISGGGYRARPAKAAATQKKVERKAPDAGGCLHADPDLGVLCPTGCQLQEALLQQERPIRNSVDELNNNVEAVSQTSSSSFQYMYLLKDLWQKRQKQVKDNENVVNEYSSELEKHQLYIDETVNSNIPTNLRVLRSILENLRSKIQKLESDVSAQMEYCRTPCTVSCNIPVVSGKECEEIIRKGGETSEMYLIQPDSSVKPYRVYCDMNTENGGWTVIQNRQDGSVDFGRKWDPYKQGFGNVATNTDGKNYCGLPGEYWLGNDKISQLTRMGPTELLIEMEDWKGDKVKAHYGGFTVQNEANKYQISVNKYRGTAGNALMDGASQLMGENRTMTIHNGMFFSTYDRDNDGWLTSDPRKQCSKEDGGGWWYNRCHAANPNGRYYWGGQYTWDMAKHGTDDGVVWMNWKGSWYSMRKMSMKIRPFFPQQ
# KLK7 zymogen act = activators of human kallikrein-7 zymogen. 370,000 tested, 0.9% active. purified proKLK7, EDANS-DABCYL substrate fluorescence; 100% is mature enzyme control, 0% vehicle. P49862. activation, % at 7 µM. AID 652039;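 active = activation above the mean of all tested compounds plus 3 SD, computed per campaign excluding outliers beyond control limits, cut at about 13% in these data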
# Target sequence (P49862 whole entry, looked up): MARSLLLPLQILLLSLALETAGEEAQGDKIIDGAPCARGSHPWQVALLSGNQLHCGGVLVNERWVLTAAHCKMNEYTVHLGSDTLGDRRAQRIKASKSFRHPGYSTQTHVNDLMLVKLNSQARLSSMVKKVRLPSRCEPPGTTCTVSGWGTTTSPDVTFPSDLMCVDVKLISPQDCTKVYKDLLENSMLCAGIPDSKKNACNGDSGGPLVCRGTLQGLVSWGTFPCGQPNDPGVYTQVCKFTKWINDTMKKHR
# ARFGAP1 inh = inhibitors of rat ARFGAP1. 360,000 tested, 0.26% active. Arfgap1-stimulated ARF1 GTP hydrolysis, GDP FP detection. inhibition, % at 16.5 µM;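 active = inhibition above a per-plate limit, mean inhibition of low control wells plus 3 SD, cut at about 25% in these data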;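 note: 0% = DMSO wells with enzyme and 100% = wells lacking Arfgap1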
# Target sequence (Q62848 1-136 limits assumed): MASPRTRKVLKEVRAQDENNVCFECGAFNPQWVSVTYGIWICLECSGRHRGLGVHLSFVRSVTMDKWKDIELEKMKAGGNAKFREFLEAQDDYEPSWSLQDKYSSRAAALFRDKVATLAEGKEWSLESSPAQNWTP
#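 System: truncated rat Arfgap1 GAP domain / Medium: HEPES-based buffer, pH 7.5 / Also added: N-terminally truncated human ARF1-GTP substrate / Incubation: enzyme reaction 120 min at 25 °C after 20 min preincubation / Measured by: FP of antibody-bound GDP Alexa 633 tracer, ex 620/em 688 nm / Replicates: singlicate, each compound tested once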
# ASAP1 GAP inh = inhibitors of human ASAP1 ArfGAP activity | 360,000 tested, 0.19% active | inhibition, % at 16.5 µM | ASAP1-stimulated ARF1 GTP hydrolysis, GDP FP detection | Q9ULH1; in the data active = inhibition above about 25%;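 note: 0% = vehicle with enzyme and substrate and 100% = no enzyme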
# DDE Tn7 FP inh = inhibitors of Tn7 peptide binding to human fibrin DD(E); inhibition, % at 8.3 µM; FP displacement of FITC-Tn7 peptide from fibrin DD(E); 0% = median of compound wells per plate; 370,000 tested, 0.13% active; AID 720508;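 active = inhibition above the mean of compounds falling within the control limits plus 3 SD of them, cut at about 14% in these data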;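 note: 0% = plate median of compound wells and 100% = 10 µM Aha-Tn7 peptide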
#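 Measure: % inhibition scaled between sample-field median and high-control FP; Test system: human fibrin DD(E); Quantity: 2 µM final DD(E) protein; Doses: one dose, 8.3 µM nominal; Schedule: compound with protein 10 min, then 3 h after probe, room temperature; Detection: fluorescence polarization; Medium: Tris buffer with calcium and detergent, pH 7.8.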
# PLCg1 inh = blocks human PLC-gamma1 enzyme activity; purified PLC-gamma1, fluorogenic substrate, fluorescence; inhibition, % at 12.2 µM; 370,000 tested, 0.84% active; AID 720700; in the data active = inhibition above about 9.5%
# Starred values were filed as active, the others as inactive; i = inactive; nt = no result given.
SMILES,Rev-erbA mod,PLC-beta3 inh,UHRF1 MBD2 ctr,sPLA2-III inh,Tn6 DDE FP,KLK7 zymogen act,ARFGAP1 inh,ASAP1 GAP inh,DDE Tn7 FP inh,PLCg1 inh
O=C(Nc1ccccc1C(=O)N1CCCCC1)c1cccc(S(=O)(=O)N2CCOCC2)c1,2,0,-1,7,1,-0.5,8,-3,0,-2
Cc1ccc(NC(=O)CSc2nccn(-c3ccc4c(c3)OCCO4)c2=O)cc1,8,-5,17,-6,-8,0.3,-9,1,-6,-3
CC(Oc1ccc(Br)cc1)C(=O)NCC(c1cccs1)N1CCOCC1 (configuration not stated),-2,-6,2,1,-5,0.6,3,11,-1,-2
CCOc1ccc(NS(=O)(=O)c2ccc3[nH]cc(C(=O)N(CC)CC)c(=O)c3c2)cc1,-2,4,1,-11,-5,-0.4,-3,22,-6,1
COc1ccccc1CNC(=O)c1cc(-c2cc(F)ccc2OC)n[nH]1,-7,-2,2,-3,-4,-0.4,14,-2,-6,-1
COc1ccc(NC(=O)c2nc3nc(C)cc(C(F)F)n3n2)cc1OC,-1,8,4,2,3,0.5,0,-2,-4,8
Cc1ccc(S(=O)(=O)N2CCC(=O)N(CCOC(=O)NCc3ccccc3)CC2)cc1,-2,4,-1,0,13,-0.7,0,9,5,0
O=C1OC(N2CCN(c3ccccn3)CC2)c2ccccc21 (configuration not stated),-3,0,0,10,-12,-0.3,8,9,4,6
O=C1C2C3C=CC(C3)C2C(=O)N1Nc1ccc([N+](=O)[O-])cc1[N+](=O)[O-] (configuration not stated),7,2,5,3,-1,-0.3,2,1,0,9
CCN1CCN(C(C)C(=O)NC2CCCCC2)CC1 (configuration not stated),-3,-1,1,6,4,-0.3,1,-3,-4,5
CNC(=S)NNC(=O)c1cccc(N(C)C)c1,4,-23,4,11,5,14*,1,11,-3,-19
CC(C)C1N(C(N)=S)N=CC1(C)C (configuration not stated),-2,-6,3,15,-2,0.1,0,-7,0,-1
O=C(Nc1ccccc1C(=O)NCCCN1CCOCC1)c1ccc(F)cc1F,-1,-6,0,0,-2,0.1,0,6,1,-4
CCOc1ccc(Cc2nnc(N)s2)cc1OCC,5,2,-2,4,-7,0.1,9,-3,3,1
Cc1cccc(OCc2n[nH]c(=S)n2Cc2ccccc2)c1,5,-3,-1,4,1,-0.6,-7,-9,6,-3
COc1ccc(S(=O)(=O)N2CCNCC2)cc1,1,-7,0,6,3,0.4,12,0,-3,0
Cc1nn(CC(=O)NCCc2ccc(Cl)cc2)c(=O)c2cccn12,-1,-2,0,-2,-1,-0.3,15,12,-2,-1
CN(CCCn1cnc2c(OCc3ccccc3)ncnc21)CCc1ccccn1,1,1,-2,-3,-2,-0.1,-15,5,-1,1
COc1ccccc1C(=O)Nc1c2c(nn1-c1cccc(C)c1C)CS(=O)(=O)C2,22,6,0,3,5,-0.1,-6,1,-4,5
CCOC(=O)c1ccc(NC(=O)CN2C(=O)CCC2=O)cc1,0,0,0,4,-6,0.3,0,6,4,1
O=C(COC(=O)c1ccccc1NCCO)Nc1ccc(S(=O)(=O)NC2=NCCCCC2)cc1,-5,i,3,-5,5,23*,-3,-3,-2,i
Cc1nnc(SCC(=O)Nc2ccccc2)n(N)c1=O,3,-1,-1,-4,2,0.3,-2,8,-8,0
CCOC(=O)C1CCCN(C(=O)C2CCN(C(=O)Nc3ccccc3)CC2)C1 (configuration not stated),-3,-10,6,13,-5,-0.2,16,4,-3,2
COc1ccccc1S(=O)(=O)N1CCn2cccc2C1C (configuration not stated),-1,-16,1,-13,-3,0.4,5,-3,-1,-10
CCCCN(C(C)=O)c1c(CC)nc2ccc(C(=O)Nc3cccc(OCC(=O)N(C)C)c3)cn12,1,-5,1,-3,2,0.8,3,3,-2,-3
# Next part.
SMILES,Rev-erbA mod,PLC-beta3 inh,UHRF1 MBD2 ctr,sPLA2-III inh,Tn6 DDE FP,KLK7 zymogen act,ARFGAP1 inh,ASAP1 GAP inh,DDE Tn7 FP inh,PLCg1 inh
CCN(c1ccccc1)S(=O)(=O)c1ccc(OC)c(NC(=O)CNCC(C)O)c1 (configuration not stated),-6,0,0,-1,-2,0.2,2,-10,-4,2
Cc1ccc(S(=O)(=O)Cc2ccc(C(=O)N3CCCCCC3)o2)cc1,-2,-3,1,3,0,-0.4,5,4,-2,0
COc1ccccc1C(=O)NCCC(=O)Nc1ncccc1O,2,-9,-4,-3,-3,0.2,1,2,2,2
CS(=O)(=O)c1ccc(Cl)c(NC(=O)CSc2nc3ccccc3c(=O)n2Cc2ccco2)c1,2,-1,2,1,3,0.3,11,10,-5,1
CC(=O)Nc1ccc(OCC(O)Cn2c3ccccc3c3ccccc32)c(C)c1 (configuration not stated),1,-2,4,-40,-6,0.5,25*,17,-2,3
COc1ccc(NC(=O)CN(C)C(=O)c2cc(-c3ccc(C)o3)nc3ccccc23)cc1,-1,i,1,1,-5,-31,-4,2,4,i
CC(=O)N(C(C)=O)c1nc(-c2ccccc2)cn1/N=C/c1ccccc1,-3,-9,-4,3,-3,-0.2,4,-9,13,0
CC(C)c1nnc(NC(=O)CS(=O)(=O)c2ccccc2)s1,7,-3,-1,2,14,0.3,-4,-8,-5,0
O=C(Nc1cccc(Cl)c1)N1CCN(c2ncccn2)CC1,1,-2,3,4,-4,-0.7,8,1,4,-2
Cc1ccccc1N1C(=O)C(Oc2ccc(Cl)cc2)C1CNC(C)(C)C (configuration not stated),-5,5,2,-6,6,0.4,-2,-4,-9,2
O=C(c1ccc(F)cc1)n1cc(C(=S)N2CCOCC2)c2ccccc21,-7,3,7,7,-5,0.4,-7,12,-4,3
COCCOC(=O)C1=C(C)NC(=O)NC1c1ccc(-c2cc(Cl)ccc2Cl)o1 (configuration not stated),2,-6,-1,-8,5,-1.4,-11,1,7,-5
O=C(c1ccccc1[N+](=O)[O-])N1CCN(Cc2ccc3c(c2)OCO3)CC1,-7,2,-4,8,7,-0.1,-2,4,6,4
Cc1ccc2c(c1)COc1c3ccc(C(=O)NCC4CC4)cc3nn1-2,-3,-118,-6,-5,-6,-3.3,-12,6,7,-108
CC1CCN(c2ccc(S(=O)(=O)NC3=NCCCCC3)cc2[N+](=O)[O-])CC1,4,-2,-2,-6,9,-0.2,4,8,10,3
COc1ccc(NC(=O)C2C(=O)NC3(C)CC2c2ccccc2O3)cc1 (configuration not stated),1,-1,1,3,0,-0.1,-1,-3,5,2
O/N=C1\CC/C(=N\O)c2nn(-c3ccc(Cl)cc3Cl)nc21,3,-9,1,-2,-2,0.3,8,-4,-3,4
O=C(O)c1cccc(Cn2c(Cl)c(/C=N/NC(=O)c3cccc(O)c3)sc2=O)c1,6,-13,-1,-11,-4,0.8,-2,-8,3,-3
COc1ccccc1OC(=O)c1ccc(S(=O)(=O)N(C)C)cc1,0,0,-1,-4,0,0.0,3,-4,1,0
COc1ccc2c(c1)Cc1sc(NC(=O)c3ccccc3)nc1-2,-5,-49,-8,-14,12,-17,-6,-5,4,-34
Cc1ccccc1NC(=O)C(=Cc1ccc(C(=O)O)cc1)C(=O)Nc1ccccc1C,-3,-4,26*,-11,6,-0.5,-3,1,-2,2
CCCc1cc(NCCOCCO)n2c(nc3ccccc32)c1C#N,8,i,-1,1,0,45*,7,-7,9,i
O=C(CNS(=O)(=O)c1c(F)cccc1F)NC1CCCc2ccccc21 (configuration not stated),5,5,-1,-11,-2,0.0,1,-7,-5,-1
CC1CC(C)CN(CCCNC(=O)CN2C(=O)COc3ccc(S(=O)(=O)N4CCOCC4)cc32)C1 (configuration not stated),-4,-6,-2,5,0,0.4,13,5,4,-3
NS(=O)(=O)c1ccc2nc(NC(=O)Nc3ccc(F)cc3)sc2c1,-1,-11,1,-20,-15,-1.3,7,5,3,-1

# A different layout for part of the listing above:
Rev-erbA mod,PLC-beta3 inh,UHRF1 MBD2 ctr,sPLA2-III inh,Tn6 DDE FP,KLK7 zymogen act,ARFGAP1 inh,ASAP1 GAP inh,DDE Tn7 FP inh,PLCg1 inh,structure
-3,-9,-4,3,-3,-0.2,4,-9,13,0,CC(=O)N(C(C)=O)c1nc(-c2ccccc2)cn1/N=C/c1ccccc1
1,-1,1,3,0,-0.1,-1,-3,5,2,COc1ccc(NC(=O)C2C(=O)NC3(C)CC2c2ccccc2O3)cc1 (configuration not stated)
2,-1,2,1,3,0.3,11,10,-5,1,CS(=O)(=O)c1ccc(Cl)c(NC(=O)CSc2nc3ccccc3c(=O)n2Cc2ccco2)c1
-7,2,-4,8,7,-0.1,-2,4,6,4,O=C(c1ccccc1[N+](=O)[O-])N1CCN(Cc2ccc3c(c2)OCO3)CC1

# The list goes on.
SMILES,Rev-erbA mod,PLC-beta3 inh,UHRF1 MBD2 ctr,sPLA2-III inh,Tn6 DDE FP,KLK7 zymogen act,ARFGAP1 inh,ASAP1 GAP inh,DDE Tn7 FP inh,PLCg1 inh
N#Cc1cccc(NC(=O)CCNC(=O)c2ccccc2Cl)c1,0,-1,0,2,11,-0.2,-6,2,5,2
Cc1cc(C)c(Cn2c(=O)[nH][nH]c2=O)cc1Cn1c(=O)[nH][nH]c1=O,1,-2,2,6,3,-0.8,5,7,-1,1
CCOc1ccc(OCCC(=O)OCC(=O)Nc2cc(S(=O)(=O)N3CCOCC3)ccc2OC)cc1,-4,-6,1,-12,1,-0.2,-11,8,3,-4
COc1ccc(C)cc1C1=Nc2ccccc2C1(C)C,3,-5,-2,-6,7,0.3,-5,3,1,-9
COC(=O)C1=CCCCC(O)=C1C(=O)OC,1,1,1,17,7,-0.6,4,5,-3,-1
O=C(COC(=O)c1ccccc1[N+](=O)[O-])NC(=O)c1ccccc1,5,1,0,21*,-12,-0.4,-2,-13,-1,1
O=C(Nc1ccc2c(c1)OCO2)C1CCN(c2ccc(S(=O)(=O)N3CCOCC3)cc2)CC1,0,-4,0,1,-10,0.0,17,10,2,1
O=C(OCc1cn(Cc2ccc(Cl)cc2)nn1)N1CCCC1,2,3,-3,-1,-3,0.6,nt,nt,-6,3
COc1ccccc1-n1c(SCC(=O)N2CCCC2)nnc1-c1ccccc1,9,-8,0,1,-2,0.5,-16,-7,-1,0
COc1ccc(/C=N/NC(=S)Nc2ccccc2)cc1COc1cccc(C)c1C,1,-8,-3,-8,1,0.4,4,2,-9,1
COc1ccc(C2C(C(=O)O)CCC(=O)N2c2ccc(C)cc2)cc1OC (configuration not stated),-6,-8,-3,0,4,-0.1,5,5,0,1
OC1CCCN(c2c3c(nc4cc(-c5cccc(F)c5)nn24)CCCC3)C1 (configuration not stated),3,-95,6,-5,1,-1.6,12,4,-4,-89
Cn1cnnc1SCC(=O)Nc1sccc1C#N,2,-2,1,5,-1,0.6,17,2,4,-2
CC(NC(=O)c1ccccc1SCC(=O)N1CCCC1)c1ccc(F)cc1 (configuration not stated),3,-3,3,1,-5,0.3,15,0,-4,0
O=C(CSc1nnnn1C1CCCC1)Nc1ccc2c(c1)OCO2,4,-1,16,3,7,-0.1,2,-4,1,1
O=c1c2cc(Cl)ccc2[nH]c(=S)n1Cc1cccs1,13,2,-3,10,-10,0.5,2,0,-4,-2
CCOC(=O)N1CCN(C(=O)CSCc2ccc(Br)cc2)CC1,1,-4,17,-3,4,-0.5,7,0,-2,3
